N-glyco inh: increase of ERlucT glycosylation luciferase signal, primary screen, N-linked glycosylation inhibitor project, D54 ERlucT cells, luminescence, set 2; D54 ERlucT glycosylation luciferase reporter, 24 h; percent of 100 nM tunicamycin response; reporter increase, % at 12.5 µM; 360,000 tested, 0.23% active; AID 588692, 2011;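 active means mean luciferase reporter signal, scaled so untreated is 0 and the glycosylation-blocking control 100, at or above a set limit in every replicate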;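 further: luciferase carries N-glycosylation sites so blocking glycosylation raises the light; 0% = median of neutral control wells and 100% = median of 100 nM tunicamycin wells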
H9c2 protect: cardioprotection against H2O2-induced cell death, primary screen, uHTS, H9c2 cells, ATPLite luminescence; H9c2 cardiomyocytes, H2O2 injury protection, 2 h; 360,000 tested, 0.63% active; protection from H2O2 cell death, % at 20 µM;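 active means compounds giving at least 50% protection of heart cells from peroxide-induced death in the single-dose screen, raw or plate-pattern-corrected value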;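 further: 0% = DMSO wells with peroxide and 100% = DMSO wells without peroxide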
CaV13 ICDI inh: Disruptors of the CACNA1D IQ motif to Ca2+-dependent inactivation inhibitor domain association, primary screening, Förster resonance energy transfer in intact living …; HEK cells, CFP/YFP FRET ICDI-IQ, plate reader, 10 min; percent FRET-ratio fall versus neutral wells; inhibition, % at 12.3 µM; 340,000 tested, 0.098% active; AID 743397;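 active means mean replicate inhibition of at least 30% and at least 1% of replicates passing that level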;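 further: 0% = median of the neutral control wells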
MC4R antag cAMP: MC4R antagonists of cAMP signaling, primary screen, cell-based, TR-FRET, antagonist arm of biased-ligand search | 360,000 tested, 0.48% active | MC4R-expressing cells, MTII-stimulated cAMP, LANCE TR-FRET | Melanocortin receptor 4 (Homo sapiens), P32245 | inhibition, % at 6.5 µM;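 active means inhibition above its plate's cutoff, the mean of tested wells on that plate plus 3 SD, cut at about 29% in these data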;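 further: 0% = Melanotan II alone and 100% = Melanotan II plus saturating MCL0020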
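System: U2OS cells stably expressing human melanocortin 4 receptor (MC4R). Reagent: Melanotan II challenge after compound preincubation. Doses: 6.5 µM. Times: 30-min compound, 1-h challenge, 1-h detection, room temperature. Measured by: TR-FRET with Eu-cAMP and labeled anti-cAMP, 671 nm. Replicates: singlicate.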
MC4R ag barr: MC4R agonists recruiting beta-arrestin, primary screen, cell-based, luminescence, agonist arm of biased-ligand search. activation, % at 8.9 µM. U2OS MC4R beta-arrestin complementation; percent of melanotan II response, DMSO zero. AID 540308, 2011. Melanocortin receptor 4 (Homo sapiens), P32245. 360,000 tested, 0.98% active;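 active means activation above a per-plate cutoff, the mean activation of sample wells on that plate plus 3 SD, cut at about 8% in these data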
PDI inh: inhibitors of human PDI, primary screen, biochemical, turbidity, single point, plate reader; inhibition, % at 10 µM; AID 588391, 2011; Protein disulfide-isomerase (Homo sapiens), P07237; 350,000 tested, 0.052% active; PDI insulin aggregation turbidity, A650, 90 min;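 active means mean inhibition across replicates of 30% or more, whatever share of single replicates reach that level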;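 further: absorbance from insulin aggregation driven by PDI reduction with DTT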
ABHD5 PLIN5 PPI: ABHD5-PLIN5 interaction inhibitors, primary screen, cell lysate, split luciferase complementation, luminescence; Perilipin-5 (Homo sapiens) + 1-acylglycerol-3-phosphate O-acyltransferase ABHD5 (Homo …; Split G. princeps luciferase complementation, 4 h; inhibition, % at 4 µM; 360,000 tested, 0.78% active;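 active means inhibition above the mean inhibition across every tested compound plus 3 SD, cut at about 22% in these data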;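 further: 0% = DMSO only wells and the 100% control is not disclosed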
HTR2A ag: mouse Htr2a agonists via beta-arrestin recruitment, primary screen, cell-based, luminescence | 5-hydroxytryptamine receptor 2A (Mus musculus), P35363 | CHO-K1 mHTR2A beta-arrestin complementation; percent of 30 µM serotonin response | activation, % at 7.6 µM | 360,000 tested, 0.66% active | AID 624169, 2012;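 active means activation above a run cutoff, the mean activation of all tested compounds plus 3 SD, cut at about 14% in these data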;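 further: 0% = plate median of compound wells and 100% = 30 µM serotonin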
Granule exo inh: LAMP-1 surface exposure blockers, TALL-104 cells – cell-based, flow cytometry, MLPCN library, primary screen; TALL-104 LAMP-1 surface exposure; cells stimulated with thapsigargin and PMA; inhibition, % at 10 µM; 360,000 tested, 0.66% active; AID 651702, 2012;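 active means inhibition above about 55%, limit read from the data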
ABCB6 inh MLPCN: ABCB6 transporter inhibitors, primary screen, K562-ABCB6 cells, flow cytometry, MLPCN library | ATP-binding cassette sub-family B member 6 (Homo sapiens), Q9NP58 | K562-ABCB6 porphyrin accumulation, 1 h; active compounds read low | fluorescence ratio to DMSO, % at 10 µM | 360,000 tested, 0.19% active | AID 602162, 2011;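 active means fluorescence ratio to DMSO below 75%, the collection mean minus 3 SD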;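 further: signal is porphyrin accumulated inside mitochondria; 100% equals median channel fluorescence of DMSO control wells; lower ratio means ABCB6 inhibition with less porphyrin fluorescence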
Target sequence (Q9NP58 whole entry, looked up): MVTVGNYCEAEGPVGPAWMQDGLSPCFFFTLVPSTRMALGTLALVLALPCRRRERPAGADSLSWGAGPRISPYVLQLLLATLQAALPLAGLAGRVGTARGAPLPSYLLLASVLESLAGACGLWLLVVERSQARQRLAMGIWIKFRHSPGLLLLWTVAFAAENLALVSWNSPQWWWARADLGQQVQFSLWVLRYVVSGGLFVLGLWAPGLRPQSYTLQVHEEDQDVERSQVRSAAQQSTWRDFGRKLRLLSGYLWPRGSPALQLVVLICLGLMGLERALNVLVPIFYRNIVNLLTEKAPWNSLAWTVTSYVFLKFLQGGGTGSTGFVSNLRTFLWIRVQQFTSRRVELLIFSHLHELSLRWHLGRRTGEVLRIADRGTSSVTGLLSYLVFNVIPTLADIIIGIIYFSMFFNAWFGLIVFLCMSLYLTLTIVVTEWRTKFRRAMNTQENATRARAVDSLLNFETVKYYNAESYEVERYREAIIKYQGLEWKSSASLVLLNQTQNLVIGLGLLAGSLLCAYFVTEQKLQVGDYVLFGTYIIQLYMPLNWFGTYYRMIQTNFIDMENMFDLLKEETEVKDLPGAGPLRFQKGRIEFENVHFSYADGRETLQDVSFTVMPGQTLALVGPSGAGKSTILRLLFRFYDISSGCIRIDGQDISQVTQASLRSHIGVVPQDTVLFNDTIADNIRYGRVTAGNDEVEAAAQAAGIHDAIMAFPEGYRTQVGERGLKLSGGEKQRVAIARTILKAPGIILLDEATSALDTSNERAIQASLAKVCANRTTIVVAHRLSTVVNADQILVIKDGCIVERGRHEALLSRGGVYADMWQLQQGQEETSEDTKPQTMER
Active calls of the source: *; / = no result given; & = joins results of further samples.

SMILES	N-glyco inh	H9c2 protect	CaV13 ICDI inh	MC4R antag cAMP	MC4R ag barr	PDI inh	ABHD5 PLIN5 PPI	HTR2A ag	Granule exo inh	ABCB6 inh MLPCN
CNC(=O)CSc1nnc(-c2ccco2)n1-c1cc(C)ccc1C	-1	-4	-3	-5	-1.4	4	0	-3	-12	97
O=C(N/N=C/c1cccc(OC(=O)c2cccc(Br)c2)c1)c1cccnc1	/	15	-2	1	-0.6	-6	-1	-1	-14	97
CCC(=O)N1CCc2cc(S(=O)(=O)N3CCN(C(=O)c4ccco4)CC3)ccc21	0	-18	/	-2	-1.1	3	-8	-2	2	88
COc1cccc(NC(=O)N2CCN(c3nc(-c4cccc(OC)c4)cs3)CC2)c1	-5	22	-11	15	0.1	4	2	-6	4	95
c1ccc(-c2cc(CSc3nc4ccccc4[nH]3)on2)cc1	-4	-24	-4	2	0.1	3	0	-7	-1	91
O=C1CCc2cc(S(=O)(=O)NCCCC(=O)N3CCN(Cc4ccc5c(c4)OCO5)CC3)ccc2N1	-2	-3	-5	9	-0.3	-1	0	-2	-1	96
COc1ccc(-n2c(SCCNCCO)nc3sc4c(c3c2=O)CCCC4)cc1	5	5	-3	-11	5.1	-5	10	-3	5	115
CC1CCCCN1C(=O)C1CCN(c2nc(-c3ccccc3)nc3c2CCC3)CC1 (centres undefined)	-6	-2	-3	8	2.1	3	14	-2	3	100
CCc1nc2ccc(C(=O)NCCNC(C)=O)cn2c1N(C)CCCc1ccccc1	-1	4	-5	7	-1.2	25	2	-7	-15	98
Cc1cc(C)c(S(=O)(=O)N2CCCCC2CCNC(=O)C(=O)NC2CC2)c(C)c1 (centres undefined)	-13	3	/	-1	-2.5	25	1	-3	-4	83
COc1ccc(NS(=O)(=O)c2ccc3c(c2)N(C(C)=O)CCS3)cc1	1	-6	-16	6	0.2	3	-1	0	3	102
O=C(Cn1cc2c(n1)CCCCC2)Nc1c(F)cc(F)cc1Br	0	5	-4	-1	3.0	4	9	3	0	95
Cc1cc(C)c2c(N=NN(C)C)[nH]nc2n1	-3	4	-2	-5	-0.2	5	16	-2	1	89
Cc1cccc2nc(CSc3nc4ccc([N+](=O)[O-])cc4[nH]3)c(Br)n12	2	39	-8	-9	2.7	2	0	-2	5	99
O=C(CSc1nc(-c2cccs2)nc2ccccc12)NC1CCS(=O)(=O)C1 (centres undefined)	-1	0	-1	17	-0.2	5	-2	19*	-2	95
CCOc1ccccc1NC(=O)CCc1nnc2ccc(NCc3ccco3)nn12	4	5	-7	18	-3.5	0	17	-3	2	108
CCN(CC)CCNC(=O)NC(=O)c1ccc(Cl)cc1	-2	-1	-3	12	1.3	-2	1	-3	1	103
O=C(O)CSc1nc2c(c(C(F)(F)F)n1)CCCC2	0&2	5&9	3&5	22&-3	0.2&-0.6	-7&6	-3&3	3&-3	0&0	98&104
O=C(COc1cccc(F)c1)N[C@@H](Cc1ccccc1)c1nc2ccccc2[nH]1	0	-2	-4	19	2.4	3	-4	1	-2	102
COc1ccc(-c2cn3c(C)c(C(=O)N4CCCc5ccccc54)sc3n2)cc1	-8	9	-2	10	-0.7	/	2	2	-13	99
COc1cc(C(O)c2nc(-c3ccccc3OC)cs2)ccc1F (centres undefined)	1	-13	-5	0	0.2	2	2	-1	8	91
COc1ccccc1NC(=O)C(C)OC(=O)CCNS(=O)(=O)c1cccc(C(F)(F)F)c1 (centres undefined)	4	-8	-6	3	0.5	9	-1	-1	-4	101
CC(C)c1ccc([C@@H]2O[C@H](CCc3ccccc3)CC3=C2C(=O)OC(C)(C)O3)cc1	/	/	-5	/	/	/	-13	-5	-3	116
Cc1ccccc1N=CC=C1OC(C)(C)C(C)(C)O1	6	-1	-5	3	-0.6	-1	7	0	-3	99
O=C(CCc1ccc(S(=O)(=O)N2CCOCC2)cc1)NCCCN1CCCC1=O	1	6	-4	1	0.1	2	-9	-1	0	97
CCC1C(=O)C(C)(C)C(=O)OC1c1ccc([N+](=O)[O-])cc1 (centres undefined)	0	1	-5	2	0.4	-5	2	1	0	95
COc1ccc(Cn2c(-c3ccc(Cl)cc3)c[n+]3ccccc23)cc1	2	-11	-11	10	-2.6	2	7	-5	-2	96
O=C(CN1C(=O)c2cccnc2Oc2ccc(Cl)cc21)N1CCCC1	1	6	-3	-2	-0.6	21	-4	-2	4	96
CCn1c(COc2ccc(=O)n(-c3ccccc3)n2)nnc1SCC(=O)OC	2	12	-19	3	1.8	-8	10	6	-2	101
O=C(CCCSc1nc2ccccc2c(=O)[nH]1)c1ccc(F)cc1	-3	23	-6	2	-1.9	2	1	-4	0	90

Whole records, looked up by structure:
O=C(CCCSc1nc2ccccc2c(=O)[nH]1)c1ccc(F)cc1 in the list: N-glyco inh: -3; H9c2 protect: 23; CaV13 ICDI inh: -6; MC4R antag cAMP: 2; MC4R ag barr: -1.9; PDI inh: 2; ABHD5 PLIN5 PPI: 1; HTR2A ag: -4; Granule exo inh: 0; ABCB6 inh MLPCN: 90
CC(C)c1ccc([C@@H]2O[C@H](CCc3ccccc3)CC3=C2C(=O)OC(C)(C)O3)cc1 in the list: N-glyco inh: /; H9c2 protect: /; CaV13 ICDI inh: -5; MC4R antag cAMP: /; MC4R ag barr: /; PDI inh: /; ABHD5 PLIN5 PPI: -13; HTR2A ag: -5; Granule exo inh: -3; ABCB6 inh MLPCN: 116

Next section
SMILES	N-glyco inh	H9c2 protect	CaV13 ICDI inh	MC4R antag cAMP	MC4R ag barr	PDI inh	ABHD5 PLIN5 PPI	HTR2A ag	Granule exo inh	ABCB6 inh MLPCN
O=C(/C=C/c1ccccc1[N+](=O)[O-])NCc1ccc(Cl)cc1	-1	1	-5	11	-2.1	-6	2	-2	-2	99
CC(CCc1ccco1)NC(=O)Cn1ncc2c(=O)oc3ccccc3c21 (centres undefined)	1	-4	-5	-2	0.5	/	1	4	1	100
COc1ccc(CNC(=O)C2=C(C)C(=O)OC23CCC(C)CC3)cc1 (centres undefined)	0	12	-5	10	0.7	/	0	-5	7	95
Cc1ccccc1NC(=S)N/N=C1\CC(C)(C)Oc2ccc(O)cc21	-1	9	-5	9	2.2	-3	3	-2	2	96
O=c1oc2cc(OCc3ccc(C(F)(F)F)cc3)ccc2cc1-c1ccccn1	2	1	/	12	2.4	4	2	0	0	91
CC(C)n1c(=O)[nH][nH]c1=S	1	5	-4	2	-1.6	-2	-13	4	-6	93
O=C(COc1nc2ccccc2nc1N1CCOCC1)NCC(F)(F)F	1	0	-3	5	-1.0	-5	6	1	0	96
COc1cc(-c2cc(=O)c3ccccc3o2)ccc1O	1	19	/	-9	1.3	/	0	5	-5	91
CCOC(=O)c1ccc(NC2=CC(=O)CC(c3ccco3)C2)cc1 (centres undefined)	-1	1	-4	2	2.7	3	12	1	0	95
Cc1ccc(NC(=O)C(C)SCc2nc3sc4c(c3c(=O)[nH]2)CCCC4)nc1 (centres undefined)	3	7	-7	5	-2.1	-4	-1	-3	4	109
COc1cccc(NC(=O)CN(C)CC(=O)NC(C)c2ccccc2)c1 (centres undefined)	1	-1	-4	1	-1.9	-8	-3	0	-2	98
COc1ccc2c(=O)c3c(=O)n(Cc4ccco4)c(-c4cc(OC)c(OC)c(OC)c4)nc3oc2c1	-1	13	/	0	-1.8	3	-1	-4	0	92
CC(C)C(NS(=O)(=O)c1cccc2nsnc12)C(=O)NCCC1=CCCCC1 (centres undefined)	-3	-8	-6	8	-0.1	-8	2	-2	3	100
CN(CC(=O)Nc1ccc(F)c(F)c1F)C(=O)CCc1nc2sc3c(c2c(=O)[nH]1)CCCC3	-1	13	-2	5	0.1	-1	-5	0	7	105
Cc1nnc(SCc2ccc(C(=O)c3ccc(Cl)cc3)o2)n1-c1ccccc1	-5	-3	-8	5	0.2	-5	5	1	-1	90

Entries from the list above with fluorine, in the order listed:
SMILES	N-glyco inh	H9c2 protect	CaV13 ICDI inh	MC4R antag cAMP	MC4R ag barr	PDI inh	ABHD5 PLIN5 PPI	HTR2A ag	Granule exo inh	ABCB6 inh MLPCN
O=C(Cn1cc2c(n1)CCCCC2)Nc1c(F)cc(F)cc1Br	0	5	-4	-1	3.0	4	9	3	0	95
O=C(O)CSc1nc2c(c(C(F)(F)F)n1)CCCC2	0&2	5&9	3&5	22&-3	0.2&-0.6	-7&6	-3&3	3&-3	0&0	98&104
O=C(COc1cccc(F)c1)N[C@@H](Cc1ccccc1)c1nc2ccccc2[nH]1	0	-2	-4	19	2.4	3	-4	1	-2	102
COc1cc(C(O)c2nc(-c3ccccc3OC)cs2)ccc1F (centres undefined)	1	-13	-5	0	0.2	2	2	-1	8	91
COc1ccccc1NC(=O)C(C)OC(=O)CCNS(=O)(=O)c1cccc(C(F)(F)F)c1 (centres undefined)	4	-8	-6	3	0.5	9	-1	-1	-4	101
O=C(CCCSc1nc2ccccc2c(=O)[nH]1)c1ccc(F)cc1	-3	23	-6	2	-1.9	2	1	-4	0	90
O=c1oc2cc(OCc3ccc(C(F)(F)F)cc3)ccc2cc1-c1ccccn1	2	1	/	12	2.4	4	2	0	0	91
O=C(COc1nc2ccccc2nc1N1CCOCC1)NCC(F)(F)F	1	0	-3	5	-1.0	-5	6	1	0	96
CN(CC(=O)Nc1ccc(F)c(F)c1F)C(=O)CCc1nc2sc3c(c2c(=O)[nH]1)CCCC3	-1	13	-2	5	0.1	-1	-5	0	7	105

The results go on:
SMILES	N-glyco inh	H9c2 protect	CaV13 ICDI inh	MC4R antag cAMP	MC4R ag barr	PDI inh	ABHD5 PLIN5 PPI	HTR2A ag	Granule exo inh	ABCB6 inh MLPCN
COc1cc(OC)cc(C(=O)NNC(=O)c2ccc(-n3cncn3)c([N+](=O)[O-])c2)c1	2	2	-7	11	1.8	-3	-2	6	-1	101
COc1ccc(-c2nc(CS(=O)(=O)CC(=O)NCc3ccc(F)cc3)c(C)o2)cc1	-1	1	-18	9	-4.0	7	-1	-4	-1	99
COC(=O)c1c(C)[nH]c(C(=O)OCC(=O)c2c(N)n(CC(C)C)c(=O)n(C)c2=O)c1C	3	-5	-7	5	0.2	5	-8	4	-2	94
CCS(=O)(=O)NCCc1csc(-c2cccnc2)n1	-1	-2	-5	6	-0.5	/	5	1	4	99
COc1ccc(C(=O)COc2ccc(NC(C)=O)cc2)cc1	0	0	-12	8	0.3	2	-5	0	0	99
COc1ccccc1NC(=O)Nc1nc(CC(=O)N2CCN(c3ccccc3OC)CC2)cs1	-3	8	-6	11	-0.5	-3	1	1	0	95
